# Source: PubChem (National Center for Advancing Translational Sciences (NCATS))
# KDM5B inh: KDM5B demethylase inhibition; KDM5B demethylase, FDH-coupled NADH fluorescence (FDH is formaldehyde dehydrogenase); hit rate 2.6% among 220,000; Q9UGL1; Potency, µM (series often up to 57.7 µM), for the others: at the highest dose activity change, negative = inhibition, most hits filed as inhibitors; active = well fitted inhibition curve with a large enough effect; inconclusive = small, poorly fitted or top-dose-only effect; inactive = no such curve, though single readings can be large or run the other way; also: 0% is about no effect; nearly all actives have a fitted effect of over 70% in size
#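 Measured: NADH fluorescence change, 30 min, RT. System: KDM5BΔAP 200 nM final, H3K4me3 peptide, α-KG, Fe(II), ascorbate, NAD⁺ plus FDH, pH 7.5 HEPES. Compounds: titrated, 10 min pre-incubation with enzyme.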
# Starred values were filed as active, the others as inactive; i = inactive; ? = inconclusive; [ ] = dose if it differs, or a comment. Potency is read from the fitted curve at half-maximal effect. Some of the compounds tested; rates above refer to the full screens.
SMILES,KDM5B inh
CNC(=O)[C@@H]1CN(C(=O)CCc2ccc(OC)c(OC)c2)C[C@H]1CO,-9.1%
COC(=O)c1ccc(CSc2nc3c([nH]c4ccccc43)c(=O)n2-c2cccc(Cl)c2)o1,?
Cc1nn(C)c(C)c1S(=O)(=O)N(CC(=O)Nc1ccc(F)cc1F)c1ccc(C(C)C)cc1,-18.9%
COCc1c(C(=O)N/N=C(\C)c2ccc(Cl)s2)nnn1-c1nonc1N,?
COc1ccccc1CCNC(=O)C(=O)NCC(c1cccnc1)N1CCN(c2ccccc2)CC1 (stereo not given),12.4%
O=C(Nc1ccc(F)cc1)Nc1cccc(Br)c1,2.2%
O=S(=O)(Cc1ccccc1)C(Cl)(Cl)C(F)(F)C(F)(F)C(F)(F)C(F)F,?
Cc1ccc(NC(=O)N2CCC(CCNC(=O)CCC3CCCC3)CC2)cc1,2.0%
N#Cc1ccsc1NC(=O)c1ccccc1Cc1ccccc1,-3.0%
Cn1c(=O)c(=O)n(C)c2cc(S(=O)(=O)N3CCCC3C(=O)Nc3ccccc3F)ccc21 (stereo not given),?
CCn1c2ccccc2c2cc(NC(=O)c3cccc([N+](=O)[O-])c3)ccc21,-3.9%
CCOC(=O)c1sc(NC(C)C)nc1C(F)(F)F,-13.1%
CCOc1ccccc1C1C(C(N)=O)=C(C)Nc2nc(-c3ccccc3Cl)nn21 (stereo not given),?
CC1=C[C@@H](CNC(=O)N2CCOCC2)[C@H](C(C)C)C[C@H]1Cc1nc2ccccc2n1C,4.2%[86.2 µM]
CC(C)NC(=O)/C(C#N)=C/c1ccc(C(=O)O)cc1,-15.5%
Cc1ccc(C(=O)Cn2cnc3c2c(=O)n(C)c(=O)n3C)cc1C,?
CCOc1ccc(CNCc2c(C(=O)O)c(C)n(Cc3ccc(F)cc3Cl)c2C)cc1,-25.2%
Cc1cc(C(=O)N2CC=C(c3ccccc3)CC2)c(C)s1,?
O=C(CC1CCCN(c2cnn(CC3CC3)c(=O)c2)C1)NCc1ccccc1Cl (stereo not given),-5.5%
CC1=C(C(=O)NCc2ccccc2C)C2(CCCCC2)OC1=O,-53.7%

# The final 2 records of the section above open the next one:
SMILES,KDM5B inh
O=C(CC1CCCN(c2cnn(CC3CC3)c(=O)c2)C1)NCc1ccccc1Cl (stereo not given),-5.5%
CC1=C(C(=O)NCc2ccccc2C)C2(CCCCC2)OC1=O,-53.7%
Cn1nc(C(=O)OCC(=O)NC(C)(C)C)c2ccccc2c1=O,-8.6%
COc1ccc(CCC(=O)N2CCCN(C(=O)C3CC3)C(c3ccccc3)CC(=O)NCC2)cc1 (stereo not given),7.9%
CCCCC(CC)CNC(=S)Nc1ccc(C(C)CC)cc1 (stereo not given),-6.3%
CCOC(=O)c1c(C)[nH]c(C(=O)N(C)CC(=O)Nc2ccc(OC)cc2)c1C,-32.0%
CCOC(=O)c1cnc2c(Cl)cccc2c1NCCN1CCOCC1,-23.9%
CC(C)(C)C(=O)COC(=O)c1ccccc1SCC1CCCO1 (stereo not given),-23.1%
Cc1ccc(NC(=O)CSc2ccccc2)cc1S(=O)(=O)N1CCCCC1,0.5%
CN(C)[C@@H]1CN(Cc2ccc(F)cc2F)CC[C@@H]1CNC(=O)C1CC1,20.4%
CC(C)CC(NC(=O)c1cc(S(N)(=O)=O)ccc1F)c1cccnc1 (stereo not given),46.3%[activator]
COc1ccc(-c2nc3sc(CCNS(=O)(=O)c4c(C)cc(C)cc4C)c(C)n3n2)cc1,-17.4%
O=C1CSC2(C(=O)N(Cc3cccc(C(F)(F)F)c3)c3ccccc32)N1c1ccc(F)c(F)c1 (stereo not given),-9.9%
Cc1ccc(-n2ncc3c(NC4CCCCCC4)ncnc32)cc1C,6.9%
Cc1occc1C(=O)N1C[C@@H](CO)[C@H](c2nc(C3CC3)no2)C1,7.4%
COC(=O)CCNC(=O)C(c1ccccc1)c1ccccc1,-9.4%
CN1CCN(Cc2ccc(-c3cnc4c(OCc5ccccc5)nccn34)cc2)CC1,31.6µM*
COc1ccc(OCCCCc2c(C)n[nH]c2C)cc1,-18.6%
Cc1noc(-c2cccc(OC3CN(C(=O)NC4CCCC4)C3)c2)n1,?
CCNC(=O)COc1ccc(NC(=O)c2ccc3c(c2)NC(=O)CS3)cc1,-11.4%
CC(C)Sc1ncc(Cl)c(C(=O)N(Cc2ccc(F)cc2)C2CCS(=O)(=O)C2)n1 (stereo not given),-6.2%
O=C(N[C@H]1CCOC[C@H]1C1CCOCC1)c1ccccc1-c1ncc[nH]1,?

# 3 entries already listed, ordered by length of the SMILES, ascending.
SMILES,KDM5B inh
COc1ccc(OCCCCc2c(C)n[nH]c2C)cc1,-18.6%
COC(=O)CCNC(=O)C(c1ccccc1)c1ccccc1,-9.4%
COc1ccc(CCC(=O)N2CCCN(C(=O)C3CC3)C(c3ccccc3)CC(=O)NCC2)cc1 (stereo not given),7.9%

# (continued)
SMILES,KDM5B inh
CC(C)CNC(=O)C1c2ccccc2C(=O)N(Cc2ccccc2)C12CCCC2 (stereo not given),7.7%
Cc1ccccc1C(=O)n1nc(-c2cccnc2)nc1NCc1ccccc1,0.2%
Cc1ccc(-c2nc(CCNC(=O)c3ccc(C)c(C)c3)cs2)cc1,?
O=C(C1CC=CC1)N1CCC2(CC1)NCCc1c2[nH]c2ccccc12,-17.6%
CC1=C(C#N)C(c2ccc(O)cc2)C(C#N)=C(C)N1,?
CCN(CC)CCN(CC(C)C)C(=O)c1sccc1C,5.4%
CC(C)=C(NC(=O)c1ccccc1)C(N)=O,1.9%
CCOc1ccccc1NC(=O)N1CCC(Oc2ccccc2-c2nc(C)no2)C1 (stereo not given),-8.6%
CCOc1ccc(/C(=N/O)C(C)NO)cc1 (stereo not given),8.9%
CCC(=O)Nc1ccc2nc(SCCOc3ccc(C)cc3OC)sc2c1,-4.8%
Cc1nn(CC(=O)Nc2ccc(I)cc2)c(=O)c2ccccc12,12.5%
O=C(Cc1noc(C(=O)NCc2ccccn2)n1)Nc1cccc2ncccc12,-21.8%
COc1cccc(CNC(=O)CN2C(=O)COc3ccc(S(=O)(=O)N4CCCCCC4)cc32)c1,0.4%
N#Cc1ccc(CCC(=O)Nc2ccc3ccccc3n2)cc1,-9.0%
Cc1n[nH]c(C)c1CCc1nc2c3ccccc3nc(SCC(=O)Nc3ccc(F)cc3)n2n1,-16.6%
CCc1ccc2oc(C(=O)Nc3c(C)cccc3C)cc(=O)c2c1,-10.1%
Cc1ccc(C2NC(=O)N(CC(=O)N(C)c3cccc(C)c3)C3=C2C(=O)OC3)cc1 (stereo not given),-24.5%
Cc1nc2n(c1C(=O)N1CCC[C@@H]1c1ccc(F)cc1)CCC(Nc1ccccc1)C2 (stereo not given in full),11.0%[86.2 µM]
CC(=O)c1cccc(NC(=O)Cc2c(C)[nH]n(-c3nc(-c4ccc(Cl)cc4)cs3)c2=O)c1,-12.2%
CCOC(=O)C1(Cc2ccccc2F)CCCN(C(=O)C(=O)c2ccco2)C1 (stereo not given),29.4%
Cc1c(C)n(Cc2ccccn2)c2ncnc(NCc3ccccn3)c12,-4.3%
Cc1ccc(NC(=O)CCCn2c(=O)c3cccn3c3ccccc32)cc1C,?
O=C1CO[C@H]2CN(C3CCC3)C[C@H]2N1c1ccccc1,?
Cc1cccc(NC(=O)NCc2nc(-c3cccc(C)c3)no2)c1,6.5%
CC1(C)CC2(CCO1)C(Nc1ccccc1)=NC(=S)N2c1ccccc1 (stereo not given),11.5%
O=C(c1ccco1)n1nc(-c2ccc(Cl)cc2)nc1NCc1ccccc1,?
O=C(Nc1cccc(-c2cn3cccnc3n2)c1)c1cc(Br)ccc1Cl,?
CC(=O)N1CCc2ccc(C(=O)N3CCCCCC3)cc21,-7.8%
CC1CCCCN1C(=O)CN1CCSc2ccccc21 (stereo not given),-55.9%
Cc1ccccc1CCC1CCCN(C(=O)CCc2cnn(C)c2)C1 (stereo not given),-19.1%
CCN(C(=O)Cc1nc(-c2cccs2)oc1C)c1ccc(F)cc1,?
Cc1ccc(S(=O)(=O)N(C)CC(=O)NCC(c2ccco2)N(C)C)cc1 (stereo not given),-4.9%
Cc1cc(Br)c(NC(=O)C(C)C)cc1C,2.8%
Cc1cccc(CN2CCCOCCNC(=O)CC2)c1,?
COc1cc(F)c(C(=O)N2C[C@@H](C(=O)O)[C@H](c3ccccc3)C2)c(F)c1,28.5%
Cn1c(=O)c2nc(SCC(=O)O)n(CCc3ccccc3)c2n(C)c1=O,11.8%
O=C1CC(c2noc(-c3ccc(F)cc3)n2)CN1C1CCCCC1 (stereo not given),-9.1%
Cc1nc2c(cnn2-c2ccccc2)c(=O)n1/N=C/c1ccccc1,13.2%
CCN(CC#N)CC(=O)NC1(C#N)CCCC1,-12.8%
Cc1nn(-c2ccc(F)cc2)c(Oc2ccccc2F)c1CCC(=O)N1CCSCC1,-27.4%

# A different layout for 6 compounds above.
Compound	KDM5B inh
Cc1nn(-c2ccc(F)cc2)c(Oc2ccccc2F)c1CCC(=O)N1CCSCC1	-27.4%
O=C1CO[C@H]2CN(C3CCC3)C[C@H]2N1c1ccccc1	?
Cc1ccccc1CCC1CCCN(C(=O)CCc2cnn(C)c2)C1 (stereo not given)	-19.1%
COc1cc(F)c(C(=O)N2C[C@@H](C(=O)O)[C@H](c3ccccc3)C2)c(F)c1	28.5%
Cc1cc(Br)c(NC(=O)C(C)C)cc1C	2.8%
Cc1cccc(CN2CCCOCCNC(=O)CC2)c1	?

# (more compounds)
SMILES,KDM5B inh
CN(C)C(=O)c1ccc2nccn2c1,126µM*
COc1ccccc1CC(=O)N1CCC[C@H]1c1nc(-c2ccccc2Cl)no1,22.9%
O=C(Nc1ccccc1)Nc1nnc(C2CCCC2)s1,8.9%
Cc1ccc(NC(=O)c2ccc(CN3C(=O)NC4(CCOCC4)C3=O)cc2)cc1C,23.2%
Cc1cccc(NC(=O)C(=O)NCCc2sc(-c3ccccc3)nc2C)c1C,0.6%
COc1ccc(C(=O)N2CCC3(CC2)CC(CO)N(C(=O)c2ccccc2)C3)cn1 (stereo not given),7.5%
CC(C)c1ccc(NC(=O)CN2C(=O)NC3(CCOCC3)C2=O)cc1,-18.4%
CC(C)n1c(SCCCc2ccccc2)nc2c1c(=O)[nH]c(=O)n2C,-31.9%
O=[N+]([O-])C=C(c1ccccc1)c1ccccc1,-10.3%
Cc1ccc(S(=O)(=O)c2nc(-c3ccccc3F)oc2N2CC(C)OC(C)C2)cc1 (stereo not given),?
COc1ccc(CN2C=C(C(=O)OCc3nc(-c4ccccc4)no3)C(C)=NS2(=O)=O)cc1,?
CCCCCn1c(C(C)NC(=O)c2ccccc2)nc2ccccc21 (stereo not given),-29.5%
CC(C)Oc1ccc(C2(C(=O)N3C[C@@H](C)[C@](O)(C4CC4)C3)CCCC2)cc1,14.4%
COc1ccc(NC(=O)c2cc3c(C)nn(-c4ccccc4)c3s2)c(OC)c1,94.6%[activator]
O=C(Nc1ccc(Cl)cc1N1CCOCC1)C1CCCO1 (stereo not given),3.0%
Cc1ccccc1S(=O)(=O)N1CCC2(CC1)CC(CC(=O)NC1CC1)CCO2 (stereo not given),-12.0%
O=C(O)c1ccc(CC2CCN(C(=O)c3cccc(-n4cccn4)c3)C2)cc1 (stereo not given),-3.1%
O=C(Nn1cnnc1)c1ccc(Cl)c([N+](=O)[O-])c1,21.5%
COC(=O)CN1C(=O)[C@@H]2C[C@@H](O)CN2C2(CNC2)C1=O,?
CN1CCN(CCCNC(=O)c2ccc(/C=C3\Sc4ccccc4N(Cc4ccc(F)cc4)C3=O)cc2)CC1,?

# 4 compounds from above, arranged by their value in KDM5B inh, high to low.
structure	KDM5B inh
O=C(Nc1ccccc1)Nc1nnc(C2CCCC2)s1	8.9%
COc1ccc(C(=O)N2CCC3(CC2)CC(CO)N(C(=O)c2ccccc2)C3)cn1 (stereo not given)	7.5%
Cc1cccc(NC(=O)C(=O)NCCc2sc(-c3ccccc3)nc2C)c1C	0.6%
CCCCCn1c(C(C)NC(=O)c2ccccc2)nc2ccccc21 (stereo not given)	-29.5%

# The listing continues:
SMILES,KDM5B inh
Cc1ccc(-c2cc(NC(=O)C(C)C)c(=O)n(CC(=O)Nc3cccc(C(F)(F)F)c3)n2)cc1,?
CCn1c(-c2ccc(O)c(OC)c2)nc2c1c(=O)[nH]c(=O)n2Cc1ccccc1,?
CCCCC(=O)Nc1ccc2c(c1)nc(CCN1CCN(C)CC1)n2C,9.4%
COc1ccc(C(=O)NC(C(=O)N2CCCC2)C2CCN(C(=O)c3ccc(Cl)cc3)CC2)cc1 (stereo not given),15.4%
CCCCN(Cc1ccccc1)C(=O)c1cc2c(=O)n3ccccc3nc2n1C,i
Cc1cc(C)cc(N2CCn3c2nc2c3c(=O)n(Cc3c(F)cccc3Cl)c(=O)n2C)c1,?
Cc1c(Cl)cccc1NC(=O)CCn1cnnn1,6.2%
CCN1C(=O)C2CC3(CCN(C(=O)c4ccc(OC)nc4)CC3)CN2C1=O (stereo not given),-11.0%
Cc1sc2c(c1C)c(=O)n(CCc1ccccc1)c(=O)n2Cc1ccccc1Cl,14.7%
CC(=O)c1cccc(OC(=O)c2ccc3c(c2)CCCC3)c1,14.3%
CCOc1ccccc1NC(=O)c1cc2c(=O)n(Cc3cccnc3)ccc2nc1C,-21.2%
CCCS(=O)(=O)N1CCC(Oc2nccnc2N2CCOCC2)C1 (stereo not given),2.7%
COc1ccc(S(=O)(=O)Oc2ccc3c(c2)O/C(=C\c2cccc(OC)c2)C3=O)cc1,11.1%
CC(C)(C)c1ccc(Cc2n[nH]c(=S)[nH]c2=O)cc1,8.0%
CC(C)NC(=O)Cc1cccn1-c1cccc(Cl)c1,-34.5%
O=C(Nc1ccccc1NS(=O)(=O)c1cccs1)c1ccc([N+](=O)[O-])cc1,22.2%
Cc1c(C(=O)OCC(=O)NCC2CCCO2)sc2cccc(F)c12 (stereo not given),?
O=[N+]([O-])c1ccc(N2CCN(c3cccc(Cl)c3)CC2)nc1,12.0%
